Source: PubChem (National Center for Advancing Translational Sciences (NCATS))
HCMV antiviral – inhibitors of human cytomegalovirus; AID 1259415; activity change, negative = inhibition, % at 57.5 µM; HFF cells, HCMV-luciferase reporter, 72 h; hits give low values; 4.5% of 410,000 active; in the data active = activity change below about -60%; inconclusive = no clear call, values can overlap the other calls; inactive = above about -39%
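After 16 h attachment at 37C, HFF cells received test compound and HCMV-luciferase (1 PFU/cell); reporter luminescence read 72 h later, data normalized against buffer-only and known inhibitor Salinomycin.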
Sm TGR inh – blocks Schistosoma mansoni thioredoxin glutathione reductase. Q962Y6. purified TGR, DTNB reduction, TNB absorbance 405 nm. Potency, µM (series often up to 114 µM), inactives show at the top dose activity change, negative = inhibition, hits mostly inhibitors. 3% of 360,000 active. AID 485364; note: potency is the fitted concentration of half-maximal effect; nearly all actives have a fitted effect of over 60% in size
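First, TGR (20 nM dispensed) and NADPH were mixed with compound. Second, a 15 min room-temperature incubation followed. Third, further NADPH and then DTNB were added to start the reaction. Finally, TNB absorbance was monitored kinetically.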
AmpC detergent – AmpC beta-lactamase inhibition with detergent present | 0.041% of 370,000 active | AID 485294 | AmpC hydrolysis of nitrocefin, absorbance 480 nm, 0.01% Triton | Potency, µM (highest dose often 114 µM), for the others: top-dose activity change, negative = inhibition, actives largely listed as inhibitors;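 note: potency is the fitted concentration of half-maximal effect; 0% = no-compound wells and -100% = no-enzyme wells; nearly all actives have a fitted effect of over 25% in size; some results filed as inactive show a strong effect at the top dose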
Target sequence (P00811 whole entry, looked up): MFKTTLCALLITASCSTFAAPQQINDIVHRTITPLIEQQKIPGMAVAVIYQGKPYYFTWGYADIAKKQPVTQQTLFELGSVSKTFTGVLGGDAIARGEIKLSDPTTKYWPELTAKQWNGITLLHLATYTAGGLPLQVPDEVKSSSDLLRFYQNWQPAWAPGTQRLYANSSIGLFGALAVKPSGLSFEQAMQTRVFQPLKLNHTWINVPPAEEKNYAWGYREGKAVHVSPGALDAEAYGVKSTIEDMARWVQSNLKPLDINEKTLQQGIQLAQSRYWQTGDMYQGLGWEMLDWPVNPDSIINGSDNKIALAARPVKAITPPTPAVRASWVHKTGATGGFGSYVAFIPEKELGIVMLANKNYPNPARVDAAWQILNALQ
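AmpC (5.3 nM in the dispensed reagent) in 20 mM phosphate pH 7.0 with 0.01% (detergent screen) or 0.0001% Triton X-100 was preincubated with compounds for 15 min at room temperature. Nitrocefin was then added from an 800 uM solution, and hydrolysis was followed at 480 nm.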
AMA1 RON2 block – AMA1-RON2 (P. falciparum) interaction inhibition; AlphaScreen AMA1-biotinylated RON2 peptide binding; Potency, µM (top dose mostly 58.2 µM), for the others: at the highest dose activity change, negative = inhibition, actives largely listed as inhibitors; 0.2% of 360,000 active; AID 720542;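 note: potency is the fitted concentration of half-maximal effect; 0% = vehicle wells and -100% = peptide control; nearly all actives have a fitted effect of over 45% in size; some results filed as inactive show a strong effect at the top dose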
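AMA1 (3D7) with his tag at 25 nM final met compounds first, then biotinylated RON2 peptide at 25 nM; detection used donor plus acceptor beads, 10 µg/mL apiece, read by AlphaScreen after 30 min at room temperature.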
HCV inhibitor – HCV inhibition. AID 651820. Potency, µM (titrated, usually from 41.8 µM), without a hit: at the top dose activity change, negative = inhibition, hits mostly inhibitors. Huh7.5.1 HCVcc-Cre infection, luciferase reporter, 44 h. 3.4% of 340,000 active; note: potency is the fitted concentration of half-maximal effect
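HCVcc-Cre virus at an moi near 0.5 was added right after compound to cells cultured 4 h from seeding (1,000 cells/well). Luciferase activity was determined 44 h later, 15 min after substrate addition at RT.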
FBPA Giardia inh – Giardia lamblia aldolase inhibition | purified Giardia FBPA | Potency, µM (top dose mostly 59.6 µM), inactives show at the top dose activity, negative = inhibition, actives largely listed as inhibitors | 0.71% of 290,000 active; note: potency is the fitted concentration of half-maximal effect; nearly all actives have a fitted effect of over 55% in size
Target sequence (A8B2U2 whole entry, looked up): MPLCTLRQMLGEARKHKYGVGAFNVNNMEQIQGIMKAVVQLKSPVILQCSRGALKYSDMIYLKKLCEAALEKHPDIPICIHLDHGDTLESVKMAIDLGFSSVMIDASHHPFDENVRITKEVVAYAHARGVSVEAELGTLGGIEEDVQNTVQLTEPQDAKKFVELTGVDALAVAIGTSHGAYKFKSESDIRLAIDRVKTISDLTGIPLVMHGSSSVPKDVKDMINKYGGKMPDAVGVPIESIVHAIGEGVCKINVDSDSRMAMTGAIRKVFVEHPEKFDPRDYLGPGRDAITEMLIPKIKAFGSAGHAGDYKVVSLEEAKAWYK
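40 nM FBPA preincubated 10 min at RT with compound (up to 57.5 uM final), then substrate plus GAPDH/TPI/NAD/arsenate coupling and diaphorase/resazurin added. Fluorescence read after 20 min at RT, 525/598 nm.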
* marks the source's active call; other numbers are inactive results; u = inconclusive; x = not tested or not shown; [ ] = remark or other dose. Unless noted, calls come from the whole dose curve; as a rule, active = well fitted curve in the direction sought with a large enough effect; inconclusive = small, poorly fitted or top-dose-only effect, or another doubt; inactive = no such curve, though single readings can be large; an effect the other way counts as inactive or inconclusive. Unless noted, % is set by controls: 0 for no effect and ±100 for the full control effect. Rows are unselected. About 9.3% of those tested had a hit in this group.

SMILES | HCMV antiviral | Sm TGR inh | AmpC detergent | AMA1 RON2 block | HCV inhibitor | FBPA Giardia inh
O=C(Cn1nc(-c2ccccc2)ccc1=O)NCCN1CCN(Cc2ccccc2)CC1 | 32 | 0% | -2% | -5% | -6% | -1%
COCC(=O)NCc1ccc2c(c1)OCO2 | -4 | 2% | u | 20% | -5% | 0%
COC(=O)c1[nH]c2cccc(OC)c2c1NC(=O)CCN1CCSCC1 | 7 | -2% | 2% | -3% | 3% | 0%
COc1cccc(OC)c1NC(=O)Cc1nn(C)c(=O)c2ccccc12 | 9 | 1%[11.4 µM] | 0% | 2% | 7% | 7%
CCOC(=O)C1=C(C)N(CCCCCC(=O)O)C(=O)NC1c1ccc(Cl)cc1 (configuration not stated) | -8 | -25% | -9% | -2% | 20% | u
O=C1CC(N(O)C2CC(=O)N(Cc3ccccc3)C2=O)C(=O)N1Cc1ccccc1 (configuration not stated) | 41 | u | -13% | -1% | -1% | -4%
CC1CCCN(CCOc2ccc3ccccc3c2Br)C1 (configuration not stated) | -83* | 1% | -11% | -30% | 11µM* | u
CCn1c(SCc2cccc(F)c2)nnc1-c1cccnc1 | u | 7% | 4% | -19% | 13% | 0%
Cc1cc(Br)ccc1NC(=O)c1sc2ncnc(N3CCN(c4ccccn4)CC3)c2c1C | 2 | 2% | -12% | 18% | u | 12%
Cc1ccc(O)c(-c2cc(C(=O)Nc3c(C)n(C)n(-c4ccccc4)c3=O)[nH]n2)c1 | 15 | 0% | -11% | 46%[activator] | 5% | 0%
O=C(CCc1nnc(C2CCCCC2)o1)N1CCCCC1CCn1cccn1 (configuration not stated) | -8 | -2%[57.1 µM] | -1% | -11% | 3% | 0%
CC(=O)Nc1ccccc1C(=O)C(=O)Nc1ccc(Cl)cc1 | 124 | 10% | -8% | 2% | -8% | -4%

Single entries from the results shown:
AmpC detergent result of `O=C1CC(N(O)C2CC(=O)N(Cc3ccccc3)C2=O)C(=O)N1Cc1ccccc1` (configuration not stated) → -13%
FBPA Giardia inh result of `CC(=O)Nc1ccccc1C(=O)C(=O)Nc1ccc(Cl)cc1` → -4%
FBPA Giardia inh result of `Cc1cc(Br)ccc1NC(=O)c1sc2ncnc(N3CCN(c4ccccn4)CC3)c2c1C` → 12%
HCV inhibitor result of `COC(=O)c1[nH]c2cccc(OC)c2c1NC(=O)CCN1CCSCC1` → 3%
FBPA Giardia inh result of `O=C(CCc1nnc(C2CCCCC2)o1)N1CCCCC1CCn1cccn1` (configuration not stated) → 0%
Sm TGR inh result of `CCn1c(SCc2cccc(F)c2)nnc1-c1cccnc1` → 7%
AmpC detergent result of `COc1cccc(OC)c1NC(=O)Cc1nn(C)c(=O)c2ccccc12` → 0%

Other records follow:
SMILES | HCMV antiviral | Sm TGR inh | AmpC detergent | AMA1 RON2 block | HCV inhibitor | FBPA Giardia inh
Cc1ccc(C)c(NC(=O)CSc2ncc3c(n2)-c2cc(Cl)ccc2N(Cc2ccccc2F)S3(=O)=O)c1 | 6 | 10% | 1% | x | x | x
CC(C)CN(CC(C)C)c1ccc(/C=N/n2cnnc2)cc1[N+](=O)[O-] | -19 | -1% | 0% | -26% | 1% | -5%
O=C(CCS(=O)(=O)c1ccc2c(c1)NC(=O)CS2)NCCc1ccc(Cl)cc1 | -33 | u | -11% | -4% | 2% | x
Cc1nc2scc(C)n2c(=O)c1S(=O)(=O)NCc1ccc(F)cc1 | 10 | -11% | -11% | -8% | 11% | x
C=CCOc1ccc(Cl)cc1CNCCCN1CCOCC1 | -27 | -25% | -3% | 30%[activator] | u | -5%
OCCN1CCN(c2nc(-c3ccccc3)c3cc(Br)ccc3n2)CC1 | -62* | 25% | 14% | -9% | -13% | -6%
O=C(NCc1cccnc1)c1cc([N+](=O)[O-])ccc1N1CCOCC1 | -16 | -1% | -9% | -4% | 3% | 6%
CCN(CC)S(=O)(=O)c1ccc(NC(=O)c2cccs2)cc1 | 9 | -13% | -6% | -11% | -21% | 3%
COc1ccc(/C(C)=N/NC(=O)CNC(=O)CCc2ccccc2)c(OC)c1 | 10 | 0% | -9% | 12% | u | 5%
COc1ccccc1NC(=O)c1cc(-c2ccc(C)o2)nc2ccccc12 | -71* | -23% | -11% | -7% | -2% | 3%
CC1CC(C)CN(S(=O)(=O)c2cc3c4c(c2)C(C)C(=O)N4CCC3)C1 (configuration not stated) | -24 | 2% | 3% | -8% | 5% | x
O=C(CN1C2=NCCN2c2ccccc21)C12CC3CC(CC(C3)C1)C2 | u | 4% | -13% | -1% | u | -1%
COc1ccc([N+](=O)[O-])cc1CSc1nnc(NC(C)=O)s1 | 25 | 2% | 8% | -3% | 7% | 2%
CC1(C)CC(=O)C=C(NCCN2CCN(C(=S)Nc3ccc(F)cc3)CC2)C1 | -16 | -6% | 3% | 3% | 15% | 2%
COc1ccccc1NC(=O)Cn1c(=O)oc2cc(S(=O)(=O)N3CCCC3)ccc21 | -17 | 5% | -1% | -2% | -6% | -4%
COc1ccc(OC)c(/C=C/C(=O)N(C)CC(=O)Nc2cc(C)ccc2C)c1 | u | -6% | -9% | -10% | -19% | 2%
CC(C)c1ccc(N(CC(=O)NN=C2CCN(C)CC2)S(=O)(=O)c2ccccc2)cc1 | u | 3% | 4% | 16% | u | -8%
CC1(C)OC(c2ccccc2)=C/C(=C/C=C2C(=O)c3ccccc3C2=O)O1 | -18 | -6% | u | u | 2% | 4%
Nc1cc(Cl)ccc1C(=O)OCC(=O)NC1CCS(=O)(=O)C1 (configuration not stated) | 11 | -22% | -7% | -9% | 11% | 7%
COc1ccc(-c2n[nH]c(C)c2-c2cnn(-c3ccccc3)c2)c(O)c1 | 61 | 2% | -9% | 11% | -22% | 17%
COc1ccc(-c2cc(C)no2)cc1S(=O)(=O)N(C)Cc1ccco1 | 44 | -2% | 3% | -2% | u | x
CCOc1ccc(NC(=O)c2ccc(S(=O)(=O)N(C)C)cc2)cc1 | -29 | 0% | u | -5% | u | 3%
O=C(CN(C(=O)c1ccc(Cl)cc1)N1C(=O)C2CCCCC2C1=O)c1ccc(Cl)cc1 (configuration not stated) | -9 | -30% | -14% | 0% | 15% | 2%
Cc1ccc2c(c1)CCCN2CC(=O)Nc1cccc(S(=O)(=O)N2CCCC2)c1 | -7 | -27% | u | -8% | -23% | x

Among those listed so far, three have an aryl thioether with sulfur outside any ring.
SMILES | HCMV antiviral | Sm TGR inh | AmpC detergent | AMA1 RON2 block | HCV inhibitor | FBPA Giardia inh
CCn1c(SCc2cccc(F)c2)nnc1-c1cccnc1 | u | 7% | 4% | -19% | 13% | 0%
Cc1ccc(C)c(NC(=O)CSc2ncc3c(n2)-c2cc(Cl)ccc2N(Cc2ccccc2F)S3(=O)=O)c1 | 6 | 10% | 1% | x | x | x
COc1ccc([N+](=O)[O-])cc1CSc1nnc(NC(C)=O)s1 | 25 | 2% | 8% | -3% | 7% | 2%

Next part:
SMILES | HCMV antiviral | Sm TGR inh | AmpC detergent | AMA1 RON2 block | HCV inhibitor | FBPA Giardia inh
O=c1oc2cc(S(=O)(=O)NCCCO)ccc2c2ccc(S(=O)(=O)NCCCO)cc12 | -37 | 0% | 1% | -3% | 16% | 3%
O=C(CSC1=NCCS1)Nc1cccc2ccccc12 | -19 | 0% | u | -2% | -10% | -5%
Cc1ccc(SCC(=O)NN=C2CCN(C)CC2)cc1 | -34 | 6% | 5% | 91%[activator] | 6% | 1%
N#Cc1c(N)nc2c(c1-c1ccco1)CCCCC2 | -9 | x | x | -4% | -6% | x
Cc1ccc(-c2cc(-c3ccc(F)cc3)nc(N)c2C#N)o1 | 0 | 5.6µM* | 2% | 9% | u | u
CCOc1c2ccc(C(=O)NC3CCCc4ccccc43)cc2nn1CC (configuration not stated) | -18 | 4% | -7% | -6% | 3.5µM* | -2%
CCc1ccc(NC(=O)[C@H](C)NC(=O)C2CCN(C(=O)[C@@H](N)C(C)C)CC2)cc1 | 86 | -6% | 6% | 15% | 12% | -18%
CCCCOC(=O)C1=C(C)NC(=O)NC1c1ccc2c(c1)OCO2 (configuration not stated) | -5 | x | x | -4% | 16% | x
CCOCCCNS(=O)(=O)c1ccc(NC(=O)c2ccc(OC)c([N+](=O)[O-])c2)cc1 | -32 | -9% | 1% | -1% | -26% | 0%
CCOc1ccc(NC(=O)c2sc3ccccc3c2Cl)cc1 | 70 | 12% | 11% | x | x | x
Cc1ccccc1OCC(=O)Nc1nnc(-c2ccncc2)s1 | -93* | 8% | 6% | 16% | 11% | 0%
CCOc1ccc(N(CC(=O)Nc2cccnc2)S(=O)(=O)c2ccc(C)cc2)cc1 | -29 | 0% | u | -12% | 4% | x
CCOC(=O)N1CCN(C(=O)/C(=C\c2cccs2)NC(=O)c2cccs2)CC1 | 21 | x | 2% | 21% | 0% | 16%
CCOc1ccc(C(=O)C[n+]2cccc3cc(C)ccc32)cc1 | -81* | -6% | u | -10% | u | -2%
COc1ccccc1-n1c(SCC(=O)Nc2cccc(S(N)(=O)=O)c2)nc2ccccc2c1=O | 83 | 12% | u | 4% | 10% | -14%
Cc1oc2ncnc(N)c2c1C | -9 | 8% | -7% | -1% | 2% | 1%
CCOC(=O)N1CCN(C(=O)COc2ccc(S(=O)(=O)NC(C)C)cc2)CC1 | 6 | -7% | u | 5% | 13% | 8%
COCCNC(=O)c1ccccc1NC(=O)c1ccccc1N(C)S(=O)(=O)c1ccccc1 | 49 | -32% | -13% | -3% | 8% | 4%
CCOC(=O)CC1C(=O)NCCN1S(=O)(=O)c1ccc(F)cc1 (configuration not stated) | -10 | x | 0% | 9% | 5% | 4%
Cc1ccnc(NC(=O)COc2ccc3oc4c(c3c2)CCCC4)c1 | 62 | 0% | 2% | -3% | 1% | 1%
O=C(c1cnc2ccccn2c1=O)N1CCCc2ccccc21 | -64* | -4% | u | 2% | -3% | 3%
Cc1ccc(C(=O)OCC(=O)Nc2ccc3c(c2)OCO3)cc1S(=O)(=O)N1CCOCC1 | 31 | 9% | -5% | -14% | 16% | -8%
COc1ccccc1NC(=O)CSc1nnc(Cc2cc(=O)[nH]c(=O)[nH]2)n1-c1ccccc1 | 3 | 2% | u | -3% | -5% | -5%
CN(C)C(/C=C/Nc1cccc(Br)c1)=C(C#N)C#N | -19 | 10% | -7% | 30% | 0% | 1%
CCC(=O)N1CCc2cc(Br)cc(S(=O)(=O)NCCCN(CC)Cc3ccccc3)c21 | -24 | 11% | -8% | -2% | u | 1%
COC(=O)c1ccc(-c2nc(CN3CCC(C(=O)N4CCOCC4)CC3)c(C)o2)cc1 | x | -9% | 0% | 5% | 24% | x
